Caspase-1 inhib: qHTS Assay for Allosteric/Competitive Inhibitors of Caspase-1; P29466; Caspase-1 enzyme, Ac-WEHD-AFC fluorogenic rate; Potency, µM (series often up to 57.5 µM), without a hit: at the top dose activity change, negative = inhibition, hits mostly inhibitors; 75,000 compounds, 0.03% hits; AID 900, 2007;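 further: potency means the concentration at half of the fitted maximal effect; plate controls were vehicle for no effect and no substrate for full effect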
Target sequence (P29466 120-297 limits assumed): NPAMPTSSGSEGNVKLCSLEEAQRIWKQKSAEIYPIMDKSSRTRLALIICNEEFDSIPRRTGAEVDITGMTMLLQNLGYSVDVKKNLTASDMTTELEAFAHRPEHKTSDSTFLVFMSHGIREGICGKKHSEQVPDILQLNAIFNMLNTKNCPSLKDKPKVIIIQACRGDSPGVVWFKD
Target sequence (P29466 317-404 limits assumed): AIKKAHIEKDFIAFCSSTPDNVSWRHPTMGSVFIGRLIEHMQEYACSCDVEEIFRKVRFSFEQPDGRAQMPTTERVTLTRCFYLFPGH
Tau fil binding: qHTS Assay for Tau Filament Binding | Microtubule-associated protein tau (Homo sapiens), P10636 | recombinant tau filaments, thioflavin S fluorescence, 15 h; filaments grown with octadecylsulfate alongside compound | Potency, µM (top dose mostly 57.1 µM), for the others: top-dose activity change, negative = inhibition | 71,000 compounds, 2% hits | AID 596, 2007;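 further: potency means the concentration at half of the fitted maximal effect; on the % scale 0 is the no-effect control and ±100 the full control effect; actives lower thioflavin S fluorescence by blocking filaments or displacing dye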
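His-tagged recombinant human tau (exons 2, 3, 10; 1 uM final) fibrillized with 30 uM sodium octadecylsulfate, 15 h at 37 C, in pH 7.4 HEPES buffer with 10 uM thioflavine S and 5 mM DTT. Reduced ThS fluorescence (450/510 nm) marks activity.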
HEK293 cAMP cs: qHTS Assay for Agonists of the Thyroid Stimulating Hormone Receptor: Activators of Intracellular cAMP Concentrations in Parental HEK 293; parental HEK293 CNG cAMP sensor, membrane potential fluorescence; Potency, µM (highest dose often 57.1 µM), inactives show at the highest dose activation, most hits filed as activators; 73,000 compounds, 2.5% hits; AID 938, 2007; further: potency means the concentration at half of the fitted maximal effect; % of control where 0% means no effect; nearly all actives have a fitted effect of over 55% in size
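Parental HEK 293 cells stably expressing a modified CNG channel (no TSHR) report cAMP rise as membrane depolarization. Membrane potential dye with 100 uM RO 20-1724 was loaded for 60 min at room temperature, then compound added for 30 min; fluorescence read at 590 nm.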
USP2a inh: qHTS Assay for Inhibitors of Ubiquitin-specific Protease USP2a; Ubiquitin carboxyl-terminal hydrolase 2 (Homo sapiens), O75604; USP2a enzymatic assay, qHTS inhibition; Potency, µM (highest dose often 38.3 µM), for the others: top-dose activity change, negative = inhibition, most hits filed as inhibitors; 60,000 compounds, 0.1% hits; AID 927, 2007;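 further: potency means the concentration at half of the fitted maximal effect; nearly all actives have a fitted effect of over 60% in size; plate controls were DMSO for no effect and NEM full inhibition control for full effect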
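Coupled readout: USP2-cleaved Ub-PLA2 (20nM final) turns over NBD C6-HPC (20uM final), Ex 460nm/Em 535nm after 2.5 h, time-zero read flagging artifacts. Enzyme (20nM final, pH 8.0 Tris) given 30 min RT with compound first; NEM defines full inhibition.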
HADH2 inh: qHTS Assay for Inhibitors of HADH2 (Hydroxyacyl-Coenzyme A Dehydrogenase, Type II) | 73,000 compounds, 3.4% hits | 3-hydroxyacyl-CoA dehydrogenase type-2 (Homo sapiens), Q99714 | recombinant HADH2, NADH fluorescence, beta-hydroxybutyryl-CoA | Potency, µM (highest dose often 57.1 µM), for inactives: at the highest dose activity change, negative = inhibition, usual class: inhibitors; further: potency means the concentration at half of the fitted maximal effect; on the % scale 0 is the no-effect control and ±100 the full control effect; nearly all actives have a fitted effect of over 60% in size; many of its hits are not listed in these tables
Target sequence (Q99714 whole entry, looked up, one chain of several): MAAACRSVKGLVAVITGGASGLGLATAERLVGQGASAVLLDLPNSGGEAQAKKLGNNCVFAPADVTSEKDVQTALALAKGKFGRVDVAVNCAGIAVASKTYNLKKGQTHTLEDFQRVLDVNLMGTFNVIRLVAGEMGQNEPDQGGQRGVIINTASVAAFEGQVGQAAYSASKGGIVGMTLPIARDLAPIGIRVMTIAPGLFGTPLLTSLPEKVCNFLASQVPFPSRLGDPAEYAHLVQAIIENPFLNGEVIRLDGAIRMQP
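NADH fluorescence (ex 360/em 450 nm) read every 30 s for 4 min; activity taken as last-minus-first time point difference. Enzyme 20 nM, NAD+ 1 mM, beta-hydroxybutyryl-CoA 90 uM, pH 9.0 Tris buffer.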
DNA Pol III inh: qHTS Assay for Inhibitors of DNA Polymerase III Holoenzyme System; reconstituted DNA polymerase III holoenzyme replication, biochemical; 71,000 compounds, 0.25% hits; Potency, µM (top dose mostly 57.1 µM), inactives show top-dose activity change, negative = inhibition; further: potency means the concentration at half of the fitted maximal effect; on the % scale 0 is the no-effect control and ±100 the full control effect
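Reconstituted *E. coli* holoenzyme (0.35 nM Pol III, 1 nM beta, 154 nM SSB, 2 nM primase) was preincubated with compound for 15 min at RT. Synthesis on 1.4 nM ssM13Gori ran 35 min, then was stopped with PicoGreen/EDTA and read as dsDNA fluorescence.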
ALOX15 inhib: qHTS Assay for Inhibitors of 15-hLO (15-human lipoxygenase) | Potency, µM (series often up to 57.1 µM), inactives show at the highest dose activity change, negative = inhibition, actives largely listed as inhibitors | purified 15hLO-1, xylenol orange hydroperoxide absorbance | 74,000 compounds, 1.4% hits | Polyunsaturated fatty acid lipoxygenase ALOX15 (Homo sapiens), P16050 | AID 887, 2007; further: potency means the concentration at half of the fitted maximal effect; on the % scale 0 is the no-effect control and ±100 the full control effect; nearly all actives have a fitted effect of over 55% in size
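Hydroperoxide formed from arachidonic acid (50 uM) by purified human 15hLO-1 (40 nM) oxidizes ferrous iron, and the ferric-xylenol orange complex is read at 573 versus 405 nm. Compounds were preincubated 15 min; reaction ran 6 min at room temperature.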
Rhodamine autofl: qHTS Assay for Spectroscopic Profiling in Rhodamine Spectral Region. Rhodamine-region fluorescence, 547/598 nm, Tris buffer; stronger effect = higher value. max dye-equivalent concentration, M. 59,000 compounds, 0.05% hits. AID 594, 2007; in the data active means max dye-equivalent concentration above about 11 nM; inconclusive means between about 1.1 nM and that limit
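A six-point rhodamine series on each plate calibrates the signal. Compounds sit in 100 mM Tris (pH 8.0) for 15 min at ambient temperature before imaging through 547 nm/598 nm filters.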
BRCT inh red: qHTS Assay for Inhibitors of BRCT-Phosphoprotein Interaction (Red Fluorophore); BRCT-phosphopeptide binding, red fluorescence polarization; 75,000 compounds, 0.03% hits; Breast cancer type 1 susceptibility protein (Homo sapiens), P38398; Potency, µM (highest dose often 76.9 µM), inactives show at the top dose activity change, negative = inhibition, hits mostly inhibitors; further: on the % scale 0 is the no-effect control and ±100 the full control effect
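Rhodamine-labelled pBACH1 10-mer (100 nM) bound to BRCT domain (100 nM) at pH 7.3; compounds incubated 12 min room temperature, polarization read. Free peptide defines full inhibition; unlabelled decapeptide titrated as control.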
BRCT inh green: qHTS Assay for Inhibitors of BRCT-Phosphoprotein Interaction (Green Fluorophore); 75,000 compounds, 0.05% hits; BRCA1 BRCT-phosphopeptide binding, green fluorescence polarization; Breast cancer type 1 susceptibility protein (Homo sapiens), P38398; Potency, µM (top dose mostly 76.9 µM), inactives show top-dose activity change, negative = inhibition, most hits filed as inhibitors;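 further: potency means the concentration at half of the fitted maximal effect; plate controls were peptide without protein for full effect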
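Fluorescence polarization: His-tagged BRCT (~35 kDa BRCA1 C-terminus, 250 nM) bound to 100 nM fluorescein-labeled phosphorylated 10-aa BACH1 peptide, pH 7.3 phosphate buffer with DTT and Tween 20. Compounds incubated 12 min at room temperature; inhibition read as lowered polarization.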
Caspase-7 inhib: qHTS Assay for Allosteric/Competitive Inhibitors of Caspase-7. P55210. recombinant caspase-7, Ac-DEVD-AFC fluorescence rate. Potency, µM (titrated, usually from 57.5 µM), without a hit: at the highest dose activity change, negative = inhibition, usual class: inhibitors. 75,000 compounds, 0.02% hits; active means well fitted inhibition curve with a large enough effect in the main read-out, with a control signal flat, not every such curve was filed as active; inconclusive means small, poorly fitted or top-dose-only effect, or a change in a side signal; further: potency means the concentration at half of the fitted maximal effect; % of control where 0% means no effect
Target sequence (P55210 24-198 limits assumed): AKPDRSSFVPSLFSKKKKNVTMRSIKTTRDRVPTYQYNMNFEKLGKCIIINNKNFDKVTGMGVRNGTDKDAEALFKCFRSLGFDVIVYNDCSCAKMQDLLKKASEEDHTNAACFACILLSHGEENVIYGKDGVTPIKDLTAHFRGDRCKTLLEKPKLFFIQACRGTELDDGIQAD
Target sequence (P55210 207-303 limits assumed): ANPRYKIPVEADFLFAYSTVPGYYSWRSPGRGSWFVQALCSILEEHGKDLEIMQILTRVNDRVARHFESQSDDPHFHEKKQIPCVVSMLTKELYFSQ
The depositor's hits bear a star; i = inactive; ? = inconclusive; nt = no result given; [ ] = dose if it differs, or a comment. Unless noted, the call rests on the fitted dose curve; in most records, active means well fitted curve in the direction sought with a large enough effect; inconclusive means small, poorly fitted or top-dose-only effect, or another doubt; inactive means no such curve, though single readings can be large; an effect the other way counts as inactive or inconclusive.

nr	canonical_smiles	Caspase-1 inhib	Tau fil binding	HEK293 cAMP cs	USP2a inh	HADH2 inh	DNA Pol III inh	ALOX15 inhib	Rhodamine autofl	BRCT inh red	BRCT inh green	Caspase-7 inhib
1	CCOc1cc(-c2c(C#N)c(=O)[nH]c3c2c(C)nn3-c2ccc(F)cc2)ccc1O	-6%	-14%	-14%	-24%	-28%	-5%	-16%	i	-0.9%	1.4%	0%
2	COc1ccc(NC(=O)CSc2nc3sc(C)c(C)c3c(=O)n2Cc2ccco2)cc1	-2%	-3%	10%	15%	3%	1%	-1%	i	0.9%	-1.5%	-5%
3	COc1ccc2[nH]c(C(=O)O)c(NS(=O)(=O)c3ccc(OC)c(OC)c3)c2c1	-2%	20µM*	2%	2%	?	-7%	-22%	i	0.5%	-0.4%	0%
4	COc1ccccc1NC(=O)CSc1nnc(C)n1Cc1ccccc1	1%	2%	6%	1%	6%	-2%	1%	i	-1.0%	-0.7%	0%
5	CCCOc1c(Br)cc(C(=O)NCC)cc1OC	0%	2%	11%	6%	7%	-1%	0%	i	0.6%	2.1%	0%
6	Cn1c(CCNC(=O)c2ccccc2)nc2cc(NC(=O)c3ccco3)ccc21	1%	19%	3%	1%	36%[activator]	3%	4%	i	-0.6%	-0.8%	-2%
7	CS(=O)(=O)N(CCc1ccccc1)CC(=O)N1CCN(Cc2ccccc2)CC1	0%	7%	10%	9%	6%	3%	2%	i	-1.1%	-1.7%	-1%
8	CC(=O)c1c(C)[nH]c(C(=O)NC2CCCCC2)c1C	-4%	1%	19%	15%	-1%	-7%	5%	i	-0.3%	1.4%	0%
9	O=C(CN1CCOCC1)Nc1ncc(Br)cc1Br	-1%	8%	3%	5%	13%	-9%	2%	i	-0.8%	-0.3%	0%
10	O=C1Nc2ccccc2C1=Nc1ccc(-c2nnc3n2CCCCC3)cc1	0%	-7%	-8%	-12%	0%	-3%	7%	i	-1.8%	-0.3%	-3%
11	Cc1ccc(Cl)cc1N1CCN(C(c2cccnc2)c2nnnn2C2CCCCC2)CC1 (stereo not drawn)	-3%	1%	26%	17%	2%	9%	-2%	i	-1.0%	-0.9%	1%[0.00368 µM]
12	O=C(Nc1ccc(Cl)cc1)Nc1ccc(N2CCOCC2)cc1	1%	-16%	-5%	-4%	-6%	4%	12%	i	-1.2%	-1.2%	0%
13	CC1CC(C)CN(C(=O)C(NS(=O)(=O)c2ccc3c(c2)oc(=O)n3C)C(C)C)C1 (stereo not drawn)	2%	1%	-2%[11.4 µM]	nt	8%	-9%	-8%	nt	-3.9%	-0.3%	0%
14	CCOC(=O)c1ccc(COC(=O)c2cc3ccccc3oc2=O)o1	0%	-25%	?	6%	-23%	-1%	-2%	i	-0.6%	-0.2%	1%
15	COc1ccccc1N1C(=O)CC(Sc2nccc(C)n2)C1=O (stereo not drawn)	0%	-2%	3%	1%	-18%	-4%	11%	i	-1.3%	1.2%	1%
16	C/C(=C\C(=O)c1ccc(F)cc1)Nc1ccc(N2CCOCC2)cc1	-2%	6.3µM*	0%	2%	12%	-2%	?	i	0.6%	-1.4%	-4%
17	COc1cccc(-c2nc(Cc3ccc(OC)c(OC)c3)no2)c1	-1%	13%	25µM*	3%	-10%	4%	5%	nt	-1.2%	-1.1%	-2%
18	CCCC(c1nnnn1Cc1cccs1)N1CCN(C2CCCC2)CC1 (stereo not drawn)	-11%	-3%	?	nt	8%	-2%	7%	i	0.5%	0.2%	0%
19	CCOc1c(OC)cc(C2C(C#N)=C(N)Oc3n[nH]c(-c4ccncc4)c32)cc1OC (stereo not drawn)	0%	-5%	-2%	6%	10µM*	0%	-7%	i	0.4%	1.1%	-1%
20	Cc1cc(NS(=O)(=O)c2cccs2)no1	-1%	-3%	10%	1%	-5%	-5%	11%	i	-0.4%	-5.8%	0%
21	CCN(CC)S(=O)(=O)c1ccc(-c2nnc3sc4cccc(C)c4n23)cc1	-4%	29%	?	nt	25µM*	-11%	-13%	nt	0.3%	0.6%	-3%
22	CC(C)(C)c1cc(CN2CCN(CCC#N)CC2)cc(C(C)(C)C)c1O	2%	-14%	7.9µM*	-13%	?	-2%	-11%	i	0.9%	0.6%	0%
23	COc1ccccc1C1C(C(N)=O)=C(C)Nc2ncnn21 (stereo not drawn)	1%	13%	1%	-11%	-4%	0%	8%	i	0.2%	0.6%	-1%
24	Cc1cc(=O)[nH]c2n[nH]c(-c3ccccc3)c12	-7%	9%	-7%	2%	?	0%	-3%	i	-1.4%	4.2%	-2%
25	NC(=O)c1c(NC(=O)C2CCCO2)sc2c1CCC2 (stereo not drawn)	-8%	0%	?	-9%	?	-5%	-27%	i	0.5%	2.9%	-8%
26	O=C(Nc1ccc2c(c1)OCCO2)C1CCN(C(=O)c2ccc(Br)cc2)CC1	0%	1%	15%	27%	11%	-1%	0%	i	-2.1%	-0.2%	0%
27	O=C(C1CCN(S(=O)(=O)N2CCOCC2)CC1)N1CCN(Cc2ccc3c(c2)OCO3)CC1	0%	5%	7%	7%	8%	5%	-18%	i	-0.6%	0.0%	2%
28	Brc1ccc(C2=Nn3c(nnc3-c3cccnc3)SC2)s1	-1%	10%	5%	-3%	11%	-6%	5%	i	-0.1%	-2.4%	2%
29	Cc1ccc(C(=O)Nc2c3c(nn2C(C)(C)C)CS(=O)(=O)C3)cc1C	0%	10%	12%	1%	2%	-2%	9%	i	0.2%	0.7%	-1%
30	Cc1cccc(-c2cc(=O)c3cc(Br)ccc3o2)c1	-3%	nt	nt	nt	nt	nt	18%[25.6 µM]	nt	-0.2%	-1.4%	0%
31	CC1CCN(Cc2ccc(NC(=O)CC3Oc4ccccc4NC3=O)cc2)CC1 (stereo not drawn)	0%	47%	-3%[11.4 µM]	nt	-28%	-2%	-12%	nt	2.3%	-0.2%	1%
32	CCCC(=O)Nc1nnc(Sc2ccc(N(C)C)cc2)s1	-1%	69%	-3%	-1%	-4%	4%	1%	i	0.9%	0.1%	0%
33	OC(CN1CCOCC1)CN1CCOCC1	1%	-1%	1%	-6%	2%	0%	3%	i	-1.2%	-1.1%	0%
34	O=C1c2oc3ccc(F)cc3c(=O)c2C(c2cccc(O)c2)N1CCCN1CCOCC1 (stereo not drawn)	-2%	-22%	2%	nt	4%	-10%	-4%	nt	0.7%	-2.2%	0%
35	COCC(=O)N1CCC2(CC1)CCN(C(c1ccccc1)c1ccccc1)CC2	-2%	10%	-9%	43%[activator]	4%	-5%	2%	i	-0.1%	-0.1%	1%
36	O=C(N1CCOCC1)N(Cc1ccco1)CC1CCCO1 (stereo not drawn)	-2%	-10%	8%	-7%	0%	-1%	1%	i	-0.8%	-4.0%	0%

No new results follow: an excerpt of the list.
nr	canonical_smiles	Caspase-1 inhib	Tau fil binding	HEK293 cAMP cs	USP2a inh	HADH2 inh	DNA Pol III inh	ALOX15 inhib	Rhodamine autofl	BRCT inh red	BRCT inh green	Caspase-7 inhib
34	O=C1c2oc3ccc(F)cc3c(=O)c2C(c2cccc(O)c2)N1CCCN1CCOCC1 (stereo not drawn)	-2%	-22%	2%	nt	4%	-10%	-4%	nt	0.7%	-2.2%	0%
35	COCC(=O)N1CCC2(CC1)CCN(C(c1ccccc1)c1ccccc1)CC2	-2%	10%	-9%	43%[activator]	4%	-5%	2%	i	-0.1%	-0.1%	1%

Only part of the results is shown (hit frequency here may not be typical).
